Rev-RRE block: HIV Rev-RRE protein-RNA interaction inhibition; inhibition, % at 8 µM; P05866; Rev peptide-RRE RNA binding, FRET; 97,000 tested, 0.79% active;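 active = inhibition above the screen-wide mean plus 3 SD, cut at about 35% in these data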;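 also: 0% = median DMSO wells and 100% = median Neomycin B control wells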
Target sequence (P05866 whole entry, looked up): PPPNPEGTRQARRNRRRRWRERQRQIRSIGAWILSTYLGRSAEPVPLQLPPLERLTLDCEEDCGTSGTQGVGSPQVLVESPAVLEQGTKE
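Test system: Cy5-tagged RRE RNA duplex with fluorescein-tagged Rev peptide | Read-out: % inhibition of FRET ratio versus controls | Probe or stimulus: Labelled Rev peptide | Incubation: 5 min RNA-compound premix plus 15 min binding step, 25 °C | Technique: FRET fluorescence readout | Benchmarks: DMSO low control, neomycin B high control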
PLAP act: activators of human placental alkaline phosphatase; 96,000 tested, 1.2% active; activation fold at 20 µM; AID 696; P05187; purified PLAP enzyme, luminescent substrate read-out; hits give high values; in the data active = activation fold above about 2
Target sequence (P05187 whole entry, looked up): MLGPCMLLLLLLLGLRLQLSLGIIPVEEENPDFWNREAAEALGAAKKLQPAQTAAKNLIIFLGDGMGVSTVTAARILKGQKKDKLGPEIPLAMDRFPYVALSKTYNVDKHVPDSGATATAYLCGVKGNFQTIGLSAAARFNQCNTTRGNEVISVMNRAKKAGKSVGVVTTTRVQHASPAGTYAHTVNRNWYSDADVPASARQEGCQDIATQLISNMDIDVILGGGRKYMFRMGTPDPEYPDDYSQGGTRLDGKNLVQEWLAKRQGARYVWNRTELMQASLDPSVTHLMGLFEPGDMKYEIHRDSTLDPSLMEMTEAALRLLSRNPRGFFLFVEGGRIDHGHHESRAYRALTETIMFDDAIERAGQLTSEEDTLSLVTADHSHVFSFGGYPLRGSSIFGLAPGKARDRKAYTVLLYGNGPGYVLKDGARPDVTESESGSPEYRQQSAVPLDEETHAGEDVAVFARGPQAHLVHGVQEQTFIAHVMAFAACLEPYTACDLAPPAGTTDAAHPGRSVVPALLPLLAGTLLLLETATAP
FAK inh: blocks human focal adhesion kinase activity; AID 727; Q05397; biochemical FAK kinase activity assay; inhibition, %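 (tested at 7 µM)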; 97,000 tested, 0.84% active; in the data active = inhibition above about 19%;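 also: 0% = DMSO and 100% = reference compound high control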
PLK1 PBD inh: Plk1 (human) PBD binding inhibition. Plk1 PBD phosphopeptide binding, fluorescence polarization. inhibition, %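 (tested at about 20 µM)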. 97,000 tested, 0.13% active. AID 693; in the data active = inhibition above about 34%, passing the limit was not always enough
EphB4 antag: blocks human EphB4 binding to ephrin-B2 | EphB4 LBD / TNYL-RAW-Alexa532 peptide, fluorescence polarization | 97,000 tested, 0.15% active | P54760 | inhibition, % at 7 µM | AID 720;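 active = inhibition above the screen-wide mean inhibition plus 3 SD, cut at about 15% in these data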;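 also: 0% = DMSO wells and 100% = excess unlabeled TNYL-RAW peptide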
S1P2 blocker: blocks the human S1P2 receptor; cell-based S1P2 antagonist assay, inhibition at 5 uM; 97,000 tested, 0.21% active; inhibition, % at 5 µM; O95136; in the data active = inhibition above about 45%;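 also: CRE beta-lactamase reporter cells expressing human S1P2 stimulated with S1P; 0% = agonist at EC80 alone and 100% = agonist plus reference antagonist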
Target sequence (O95136 whole entry, looked up): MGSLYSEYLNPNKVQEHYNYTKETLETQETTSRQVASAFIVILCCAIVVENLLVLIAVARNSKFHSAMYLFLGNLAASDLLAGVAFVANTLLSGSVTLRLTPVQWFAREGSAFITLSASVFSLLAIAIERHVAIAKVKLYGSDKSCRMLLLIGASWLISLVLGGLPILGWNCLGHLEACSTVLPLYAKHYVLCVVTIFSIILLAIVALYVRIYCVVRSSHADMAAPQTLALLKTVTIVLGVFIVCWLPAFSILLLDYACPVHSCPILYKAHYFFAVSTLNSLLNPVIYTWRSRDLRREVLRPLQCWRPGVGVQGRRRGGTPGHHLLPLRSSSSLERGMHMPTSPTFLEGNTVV
S1P2 agonist: activates the human S1P2 receptor; activation, % at 4.5 µM; S1P2-expressing cell line, agonist reporter read-out; 97,000 tested, 0.46% active; AID 729; O95136; in the data active = activation above about 16%;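 also: 0% = vehicle low control and 100% = maximal reference agonist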
MT1-MMP txn act: MT1-MMP promoter transcription activation; activation factor at 10 µM; HT1080 MT1-MMP promoter luciferase reporter, luminescence, overnight; hits give high values; 86,000 tested, 0.16% active;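 active = activation factor of at least 2 for MT1-MMP transcription at 10 µM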
PLK1 inh: PLK1 (human) kinase inhibition | recombinant PLK1 kinase, TR-FRET peptide phosphorylation | inhibition, % at 10 µM | 97,000 tested, 0.53% active | AID 619;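 active = inhibition of 50% or more in the single-concentration screen; inactive = inhibition below 50%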;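 also: 0% = DMSO max control and 100% = H-89 dihydrochloride min control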
Active calls of the source: *; · = not tested or not shown.

Rev-RRE block	PLAP act	FAK inh	PLK1 PBD inh	EphB4 antag	S1P2 blocker	S1P2 agonist	MT1-MMP txn act	PLK1 inh	SMILES
-7	1.5	-3	-23	-14	-21	2	1	1	Cn1c(C(=O)Nc2ccc3c(c2)OCCO3)cc2c(=O)n(C)c3ccccc3c21
-4	·	0	-8	2	-5	4	1.2	-12	CCN(CC)C(=O)n1nc(C)c(CN2C(=O)c3ccccc3C2=O)c1C
4	1.1	1	-23	-4	-12	-2	·	-32	CC(=O)c1cc(-c2ccccc2)[nH]c1N1CCOCC1
3	1	0	12	8	13	-1	1.5	-3	Cc1ccc(NC(=O)Nc2cccs2)c(Cl)c1
10	0.9	0	6	-3	-5	-3	·	-31	CSc1ccc(-c2nnn(Cc3ccc(C)cc3)n2)cc1
4	1.1	1	0	-8	-18	-4	·	-2	O=C(CSc1nnc(-c2cccs2)n1Cc1ccccc1)NCc1ccc2c(c1)OCO2
7	0.9	0	13	-9	18	0	1.2	3	CC(=O)NCC(=O)OCC(=O)c1ccc2ccccc2c1
4	0.8	0	-10	2	-23	0	·	-10	CN(C)CC(=O)Nc1ccc(S(N)(=O)=O)cc1
6	0.9	1	-3	-9	-19	3	1.2	-4	O=C(O)C1CCN(c2ncccn2)CC1
11	1	1	-20	1	4	-3	1.1	-7	CCCCN(C(=O)NC(=O)Nc1c(C)cc(C)cc1C)S(C)(=O)=O
4	1.2	-1	-7	7	6	-7	·	4	Cc1ccc(CNC(=O)CCc2nc(-c3cccs3)no2)cc1
12	1.1	-1	-10	-5	-40	10	1.1	-6	CCOC(=O)c1oc2ccccc2c1NC(=O)c1ccccc1OC
6	0.8	0	-17	0	13	0	1.2	13	O=C(CC(Cc1ccccc1)c1ccco1)NC1CCCCC1 (stereo unspecified)
10	1.2	-1	9	2	3	-5	1.3	-5	COc1ccc(S(=O)(=O)N(Cc2nc3ccccc3c(=O)[nH]2)C2CCCC2)cc1
5	1.3	-4	-4	2	7	2	1.5	-8	O=c1cc(-c2ccccc2)nc2nc(-c3ccccc3)[nH]n12
5	1	-2	-9	4	-12	-7	1.1	-7	O=C(NCc1cccs1)c1ccncc1
7	0.9	3	-23	3	5	-5	1.1	-7	CSC1=NCCN1C(=O)Cc1cccs1
1	0.9	2	-8	-3	1	-1	1.2	2	CCOC(=O)CC(=O)CSC1=C(C#N)C(c2ccccc2OC)CC(=O)N1 (stereo unspecified)
6	0.8	-2	-16	-1	-3	-3	·	15	CC(=O)Oc1cccc(N2C(=O)C3CC=CCC3C2=O)c1 (stereo unspecified)
7	1.5	0	-10	5	-4	-6	1.4	-3	COc1cc(OC)cc(C(=O)Nc2nc3ccccc3[nH]2)c1
14	1.6	0	-11	0	-44	1	0.9	-16	CCOC(=O)c1oc2ccccc2c1NC(=O)c1cccc(OC)c1OC
5	1.9	0	4	3	1	-3	1.1	-9	COc1ccccc1CC(NC(C)=O)C(=O)N1CCN(C(=O)Nc2ccccc2Cl)CC1 (stereo unspecified)
6	0.9	-2	2	5	1	-7	1.2	-11	CCOC(=O)C1=C(C)OC(N)=C(C#N)C1c1cc(OC)c2c(c1)OCO2 (stereo unspecified)
4	0.8	2	-2	14	-3	-2	1.2	-4	O=C(CSc1nc(-c2ccco2)cc(C(F)(F)F)n1)NCCc1ccccc1
3	1.4	0	43	3	4	-2	1.1	-5	CC(C)(C)CC(C)(C)c1ccc(O)c(CN2CCN(CCC#N)CC2)c1
-1	1	-6	-13	-7	5	-7	·	-13	CCOc1ccccc1N(CC(=O)Nc1ccccc1C(=O)OC)S(C)(=O)=O
0	·	-1	23	1	-11	-5	1.2	31	N#Cc1nc(Cc2ccccc2)oc1NCc1cccnc1
4	0.9	2	14	-5	9	-4	1.2	-6	CC(=O)Nc1cc(C(=O)O)ccc1S(=O)(=O)c1ccc(C)cc1
12	1.4	-8	3	0	7	-5	1.2	-12	Cc1cc(N2C3CCC2CC(O)(c2ccc(F)cc2)C3)nc(-c2ccccc2)n1 (stereo unspecified)
-3	1.2	2	9	1	24	-5	0.9	-12	COc1ccc(N2C(N)=NC(N)=NC2(C)C)cc1
4	0.9	2	-11	-1	-1	-1	·	-10	O=c1oc2cc(OCc3ccc([N+](=O)[O-])cc3)ccc2c2c1CCCC2
11	·	-1	-2	10	-1	-2	1	-10	COc1ccc(NC(=O)c2oc3cc(C)c(C)cc3c2C)c(OC)c1
3	·	4	25	-3	0	-2	1.3	-5	O=C(c1cccnc1)N1CCN(C(=O)c2ccco2)CC1
5	·	0	-17	-8	-15	1	1.2	-13	O=C(c1ccccc1Sc1cccc2ccccc12)N1CCOCC1
0	1	0	13	-6	2	-6	·	-6	CCOc1cnc(-c2ccc(OC)cc2)o1
6	0.9	-2	10	-5	-23	-3	1.1	-15	COC(=O)CN1C(=O)C(O)(CC(=O)c2ccc(C)o2)c2ccccc21 (stereo unspecified)
-5	0.8	1	12	-5	-11	-2	1.1	-9	CC1CCCN(C(=O)CCS(=O)(=O)Cc2ccccc2)C1 (stereo unspecified)
7	1	0	-23	2	17	-4	1.1	-8	O=C(Cn1nc(C(F)(F)F)c2c1CCCC2)NCc1ccco1
3	1.6	1	-31	-8	-2	-2	1.4	-14	O=C(CSc1ccc2c(c1)OCCO2)NCc1ccco1
5	1	0	2	-3	-16	-3	1.1	-7	CCOCCOC(=O)c1ccc(-n2cncn2)nc1
-1	·	1	21	6	2	-3	1	-7	O=C(Nc1cccnc1)c1ccc(F)cc1
-1	0.9	1	23	-5	-8	-6	1.1	-3	COC(=O)c1ccc(CSc2nnc(-c3ccncc3)o2)o1
5	1.8	-3	10	-3	-9	-3	1.2	-18	COc1ccccc1C(=O)Nc1nnc(-c2ccc3c(c2)CCCC3)o1
9	1	-1	7	2	5	-5	1.4	-5	Cc1cc2c3c(c1C)C1(C(=O)N3C(C)(C)CC2C)C(C#N)=C(N)Oc2cc(O)ccc21 (stereo unspecified)
3	1	0	2	2	14	-6	1.1	-4	C=CCOc1ccc(/C(O)=C2\C(=O)C(=O)N(CCCOC)C2c2ccc(O)c(OC)c2)cc1 (stereo unspecified)
2	·	0	-1	10	12	-7	1	-9	CC(CN(C)Cc1ccccc1)OC(=O)c1cccs1 (stereo unspecified)
8	1	-3	1	0	-11	-4	1.1	-7	CCSc1nc2c(c(=O)[nH]1)C(C(C)C)C(C#N)=C(N)O2 (stereo unspecified)
7	1.1	0	4	-10	-19	-1	1.2	-9	O=C1c2ccccc2C(=O)N1c1ccc(S(=O)(=O)N2CCN(c3ccccc3)CC2)cc1
3	0.9	-7	-1	-6	-5	-4	1.2	-17	COc1ccc(C/C(O)=C(\C#N)c2nc3ccccc3s2)cc1
-5	1.1	0	-9	-1	-7	-5	1.1	0	CC[N+](C)(C)CCN(Cc1ccc(Cl)cc1)c1ccccn1
6	·	0	-21	-3	3	-4	·	-9	Cc1cc(C)c2c(N)c(C(=O)Nc3ncc(C)s3)sc2n1
7	1	-2	-4	1	-16	-5	1.2	-1	CN(C)c1nc2n(c(=O)n1)CCS2
2	1.4	-2	4	-11	-22	17*	0.9	18	CCn1cc(C(=O)NCc2ccc(C)o2)c2cc(OC)c(OC)cc2c1=O
5	1	-1	-1	-1	-25	-5	1.3	-5	O=c1c2ccccc2c(C=NCCO)c(O)n1-c1ccccc1
6	1.1	4	-8	7	43	-8	1	-5	CC(=O)c1c(C)[nH]c(C(=O)CSc2nc3ccccc3n2C)c1C
6	1	2	-9	11	7	-5	1.1	-9	COC(=O)[C@@H](NC(=O)Nc1cc(Cl)ccc1C)C(C)C
11	1.1	4	23	6	18	-8	1.1	-6	CCOC(=O)NC(Nc1nc2ccccc2s1)(C(=O)OCC)C(F)(F)F (stereo unspecified)
0	1	-6	-23	-12	-8	-9	1.1	-18	CC(C)OC(=O)CSc1nc2cccnc2n1-c1ccc(F)cc1
8	1.5	2	5	1	16	-7	0.9	-9	COCCn1nnnc1C(c1ccccc1Cl)N1CCN(c2ccccc2OC)CC1 (stereo unspecified)
4	0.8	0	-5	-2	6	-6	1.1	-6	CCOC(=O)c1c(NCC(C)C)c2ccccc2[nH]c1=O

Some of these compounds in order of their number in PLK1 PBD inh, highest first.
Rev-RRE block	PLAP act	FAK inh	PLK1 PBD inh	EphB4 antag	S1P2 blocker	S1P2 agonist	MT1-MMP txn act	PLK1 inh	SMILES
5	1.8	-3	10	-3	-9	-3	1.2	-18	COc1ccccc1C(=O)Nc1nnc(-c2ccc3c(c2)CCCC3)o1
2	1.4	-2	4	-11	-22	17*	0.9	18	CCn1cc(C(=O)NCc2ccc(C)o2)c2cc(OC)c(OC)cc2c1=O
6	·	0	-21	-3	3	-4	·	-9	Cc1cc(C)c2c(N)c(C(=O)Nc3ncc(C)s3)sc2n1

Four structures from above, sorted by SMILES length, high to low.
Rev-RRE block	PLAP act	FAK inh	PLK1 PBD inh	EphB4 antag	S1P2 blocker	S1P2 agonist	MT1-MMP txn act	PLK1 inh	SMILES
11	1.1	4	23	6	18	-8	1.1	-6	CCOC(=O)NC(Nc1nc2ccccc2s1)(C(=O)OCC)C(F)(F)F (stereo unspecified)
6	1.1	4	-8	7	43	-8	1	-5	CC(=O)c1c(C)[nH]c(C(=O)CSc2nc3ccccc3n2C)c1C
-5	1.1	0	-9	-1	-7	-5	1.1	0	CC[N+](C)(C)CCN(Cc1ccc(Cl)cc1)c1ccccn1
5	1	-1	-1	-1	-25	-5	1.3	-5	O=c1c2ccccc2c(C=NCCO)c(O)n1-c1ccccc1

Next section.
Rev-RRE block	PLAP act	FAK inh	PLK1 PBD inh	EphB4 antag	S1P2 blocker	S1P2 agonist	MT1-MMP txn act	PLK1 inh	SMILES
4	1	2	-3	-4	-4	-3	1.1	-7	COCCN(C(=O)c1cccc(OC)c1)c1nnc(-c2ccncc2)s1
6	0.9	-2	-4	-11	17	-2	1.2	1	CCN1CCN(C(=S)c2ccc(Cl)cc2)CC1
9	·	3	-26	-1	12	-4	1.1	-15	CC(=O)Nc1ccc(S(=O)(=O)NCc2cn3ccsc3n2)cc1
3	1.3	-2	1	-4	11	-6	1.1	-7	CC1(C)Cc2c(c(-c3ccccc3)[nH]c(=O)c2C#N)CS1
15	1.1	1	0	-4	28	-4	·	-11	COc1ccc(Cn2ccc(=O)c(Cc3c(Cl)cccc3Cl)c2C)cc1
21	·	0	23	-2	-9	-5	2.1*	-9	O=C(Nc1ccc(N2CCOCC2)c(Cl)c1)c1cc2ccccc2o1
5	0.9	3	4	2	10	-4	1.9	-4	Cc1nc(/N=C(\N)Nc2ccccc2)nc2ccccc12
3	1.1	-4	13	8	21	-5	·	-6	Cc1ccccc1C(=O)NNC(=S)NC(=O)c1ccc(Cl)cc1Cl
12	·	6	-17	-5	-34	0	1.2	-6	CCOC(=O)c1c(NC(C)=O)sc2c1CCC(C=NCCCN(CC)CC)=C2Sc1ccccc1
-2	1.8	0	-6	3	-12	-4	1.1	-1	Cc1ccnc(SCC(=O)Nc2sc3c(c2C#N)CCC(C(C)(C)C)C3)n1 (stereo unspecified)
6	1.1	1	0	3	-2	-6	·	0	O=C(COc1ccc(CO)cc1Cl)Nc1ccc(F)cc1
-2	·	0	28	-2	2	-5	1.1	-12	CCOC(=O)N1CCC(NC(=O)c2cc3c(-c4ccc(Cl)cc4)nn(C)c3s2)CC1
4	0.8	-4	-10	3	-23	-7	·	-2	O=[N+]([O-])C1=CC=C2C(=NC3(CCCCC3)N2O)C1=NC1CCCCC1
7	1.1	-3	-21	3	10	-5	1.2	-4	N#Cc1ccc(Oc2cccnc2)cc1C#N
13	1	-3	-2	6	8	-4	1.2	-5	Cc1c(C(=O)N2CCC(C(N)=O)CC2)sc(N)c1C#N
1	0.8	5	-3	-7	-17	-2	1.1	-5	Brc1ccc(-c2nnc(-c3ccc4c(c3)OCO4)o2)o1
-3	0.9	2	-8	-7	-22	-4	1.1	-10	Cc1ccc(S(=O)(=O)N2CCN(C(=O)N(C)C)CC2)cc1C
11	·	-1	6	7	9	-6	1.2	-4	COc1ccc(C2C3=C(CCCC3=O)Nc3nc4ccccc4n32)cc1OC (stereo unspecified)
-10	0.9	0	23	-2	-1	0	1.2	-6	O=C(CSc1oc(-c2cccs2)nc1S(=O)(=O)c1ccccc1)NC1CCCCC1

Source: PubChem

Rows were taken by chance. Share with any hit: about 3.9%.
